High-throughput results (PubChem)
GRP78 ERSR act: inducers of ER stress response in human glioma cells; Potency, µM, without a hit: at the top dose activation, most hits filed as activators; AID 602332; hit rate 0.02% among 420,000; U87-MG GRP78 promoter luciferase reporter, 16 h; also: potency is read from the fitted curve at half-maximal effect; series mostly up to about 76 µM; % of control where 0% means no effect; nearly all actives have a fitted effect of over 35% in size
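Stably transfected U87-MG glioma cells carrying a GRP78-based luciferase sensor; 16 h compound incubation. Luminescence end-point read 10 min after Bright-Glo addition at room temperature.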
BLM helicase inh: blocks DNA unwinding by human BLM helicase; P54132; recombinant BLM DNA unwinding, fluorescence dequenching; Potency, µM (titrated, usually from 56.1 µM), for inactives: top-dose activity change, negative = inhibition, actives largely listed as inhibitors; hit rate 0.2% among 350,000;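 also: potency is read from the fitted curve at half-maximal effect; plate controls were vehicle for no effect and no enzyme for full effect; nearly all actives have a fitted effect of over 35% in size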
POLH inh: blocks human DNA polymerase eta activity | recombinant Pol eta, fluorescent DNA replication assay | Potency, µM (doses to about 114 µM), for the others: at the top dose activity change, negative = inhibition, hits mostly inhibitors | hit rate 1.2% among 390,000 | AID 588591; also: potency is read from the fitted curve at half-maximal effect; % is scaled to controls: 0 for no effect and ±100 for the full control effect
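Fluorescent replication assay: 50 nM final substrate added after a 15 min room-temperature compound preincubation with 10 nM enzyme. Signal taken at 0 min and again at 10 min.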
Pol kappa inh: DNA polymerase kappa (human) inhibition; Q9UBT6; purified Pol kappa, fluorescent DNA synthesis assay, 10 min; Potency, µM (top dose mostly 107 µM), for inactives: top-dose activity, negative = inhibition, usual class: inhibitors; hit rate 0.53% among 400,000; also: potency is read from the fitted curve at half-maximal effect; % is scaled to controls: 0 for no effect and ±100 for the full control effect
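Readout: fluorescence, taken kinetically at 0 and 10 min. Conditions: 10 nM Pol kappa, 15 min RT compound preincubation, 50 nM substrate final. Controls: enzyme-free buffer wells.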
APEX1 inh: APE1 (human) endonuclease inhibition; P27695; recombinant APE1, TAMRA/BHQ-2 abasic DNA cleavage fluorescence; Potency, µM (doses to about 65.8 µM), without a hit: top-dose activity change, negative = inhibition, most hits filed as inhibitors; hit rate 0.35% among 350,000;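 also: potency is read from the fitted curve at half-maximal effect; plate controls were vehicle for no effect and reference inhibitor for full effect; nearly all actives have a fitted effect of over 55% in size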
Target sequence (P27695 whole entry, looked up): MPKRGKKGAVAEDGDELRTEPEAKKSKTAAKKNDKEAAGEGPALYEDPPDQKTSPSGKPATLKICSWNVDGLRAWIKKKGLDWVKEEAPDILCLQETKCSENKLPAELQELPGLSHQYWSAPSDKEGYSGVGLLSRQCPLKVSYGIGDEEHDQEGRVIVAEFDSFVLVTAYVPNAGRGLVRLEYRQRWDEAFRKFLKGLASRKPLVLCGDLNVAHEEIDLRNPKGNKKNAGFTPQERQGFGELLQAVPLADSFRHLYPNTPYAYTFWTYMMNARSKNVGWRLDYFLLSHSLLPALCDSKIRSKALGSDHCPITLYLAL
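APE1 at 0.75 nM final was preincubated with compound 15 min at room temperature, then 50 nM double-stranded THF abasic-site substrate (5'-TAMRA/3'-BHQ-2) was added. Fluorescence (ex 525/em 598 nm) was read kinetically; third-minus-first read gave activity.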
Anesthetic bind: candidate novel general anesthetic via apoferritin binding | Potency, µM (series often up to 77.5 µM), without a hit: at the highest dose activity change, negative = displacement, usual class: inhibitors | hit rate 0.074% among 350,000 | apoferritin/1-aminoanthracene competitive binding, fluorescence | AID 485281; also: potency is read from the fitted curve at half-maximal effect; % is scaled to controls: 0 for no effect and ±100 for the full control effect; nearly all actives have a fitted effect of over 20% in size
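Horse-spleen apoferritin (10 uM) was mixed with 50% saturated 1-aminoanthracene in PBS, exposed to compounds for 10 min at room temperature, and read for fluorescence (ex 380 nm, em 535 nm). Competitive displacement was fitted with a four-parameter Hill equation.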
LDHA inh: blocks human lactate dehydrogenase A. P00338. purified LDHA, NADH/diaphorase-resazurin fluorescence; active compounds read low. activity change, % (values are at about 110 or 230 µM). hit rate 0.15% among 480,000. AID 1347041; in the data active = activity change below about -30%; inconclusive = mostly about -25% to -30%;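 also: plate controls were DMSO wells for no effect and wells without enzyme for full effect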
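Enzyme activity of human lactate dehydrogenase 5 (2 nM; 0.06 mM NADH, 0.2 mM pyruvate, 5 min, RT) is measured via a resazurin/diaphorase fluorescence readout of residual NADH.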
POLB inh: DNA polymerase beta (human) inhibition; Pol beta primer extension/strand displacement, fluorescence kinetic; P06746; Potency, µM (titrated, usually from 114 µM), without a hit: at the highest dose activity change, negative = inhibition, usual class: inhibitors; hit rate 1.3% among 340,000; also: potency is read from the fitted curve at half-maximal effect; % is scaled to controls: 0 for no effect and ±100 for the full control effect
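10 nM enzyme + cpd, 15 min RT; start with substrate 50 nM final; read 0 min and after 10 min RT. Corrected, normalized data; 4-parameter Hill curve fit.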
Pol iota inh: DNA polymerase iota (human) inhibition | Pol iota fluorescent replication assay, 10 min | hit rate 1% among 390,000 | Potency, µM (series often up to 115 µM), without a hit: at the top dose activity, negative = inhibition, actives largely listed as inhibitors | Q9UNA4; also: potency is read from the fitted curve at half-maximal effect
Target sequence (Q9UNA4 whole entry, looked up): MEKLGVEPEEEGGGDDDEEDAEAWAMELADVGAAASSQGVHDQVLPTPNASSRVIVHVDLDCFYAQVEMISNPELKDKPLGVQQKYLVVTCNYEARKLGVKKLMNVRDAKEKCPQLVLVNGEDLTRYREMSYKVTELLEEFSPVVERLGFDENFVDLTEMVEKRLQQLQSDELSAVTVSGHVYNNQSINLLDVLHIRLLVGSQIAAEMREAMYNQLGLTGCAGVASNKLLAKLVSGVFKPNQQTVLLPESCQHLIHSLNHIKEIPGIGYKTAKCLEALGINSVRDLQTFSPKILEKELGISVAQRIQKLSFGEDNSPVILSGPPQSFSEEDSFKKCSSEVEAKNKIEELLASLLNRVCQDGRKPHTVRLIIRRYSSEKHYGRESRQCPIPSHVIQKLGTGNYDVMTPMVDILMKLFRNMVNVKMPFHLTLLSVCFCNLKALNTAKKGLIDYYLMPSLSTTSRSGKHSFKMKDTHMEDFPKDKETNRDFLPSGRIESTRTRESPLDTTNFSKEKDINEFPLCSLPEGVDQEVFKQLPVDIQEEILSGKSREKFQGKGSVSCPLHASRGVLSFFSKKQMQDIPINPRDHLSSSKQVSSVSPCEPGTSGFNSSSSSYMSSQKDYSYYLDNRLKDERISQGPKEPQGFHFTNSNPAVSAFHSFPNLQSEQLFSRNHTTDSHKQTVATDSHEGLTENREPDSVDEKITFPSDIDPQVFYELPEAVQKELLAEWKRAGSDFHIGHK
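Pol iota at 10 nM preincubated 15 min with compounds at room temperature; reaction started with fluorescent substrate, 50 nM final. Fluorescence read kinetically at 0 and 10 min; buffer-only wells as negative control.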
* = called active by the depositor; u = inconclusive; x = no result given; & = joins results of further samples; [ ] = another dose, or the depositor's remark. Unless noted, calls follow the shape of the dose curve; as a rule, active = well fitted curve in the direction sought with a large enough effect; inconclusive = small, poorly fitted or top-dose-only effect, or another doubt; inactive = no such curve, though single readings can be large; an effect the other way counts as inactive or inconclusive. A portion of the library; rates above refer to the full screens.

SMILES	GRP78 ERSR act	BLM helicase inh	POLH inh	Pol kappa inh	APEX1 inh	Anesthetic bind	LDHA inh	POLB inh	Pol iota inh
CCOC(=O)C1CCCN(Cc2cc(Br)ccc2OC)C1 (configuration not stated)	-7%	0%	-1%	-1%	-5%	-5%	-13	1%	24%
Cc1cccc(-c2nnc(SCC(=O)NC3CCCC3)o2)c1	0%	-1%	-6%	4%	-11%	-14%	-2	61%	-13%
CC(C)c1c(O)ccc2c1CCC1[C@@](C)(CO)CCC[C@@]21C (some centres not stated)	-3%	-1%	x	-13%[60.1 µM]	3%	-6%	x	x	x
COc1ccc(-c2cnc(N)nc2-c2ccc(OCc3ccccc3)cc2O)cc1	3%	-15%	-16%	-4%	-10%	-12%	8&-2	18%	20%
Cc1ccc2c(c1)N(CCCC(=O)NCC1COc3ccccc3O1)C(=O)CO2 (configuration not stated)	-3%	-2%	-4%	-5%	0%	-12%	-7	-2%	17%
CC(C)c1ccc(/C=C2\CC/C(=C\C=N\N(C)C)C2=O)cc1	-9%	-9%	-21%	-1%	22%	-21%	-1	0%	13%
CC(C)(C)n1nnnc1C(c1cccs1)N(Cc1cccnc1)CC1CCCO1 (configuration not stated)	-1%	0%	-12%	-17%	-9%	-17%	-6	14%	9%
COc1cc(C(=O)OCC(=O)Nc2ccc(S(=O)(=O)N3CCCC3)cc2)cc(OC)c1OC	0%	x	-18%	3%	-8%	x	2	x	20%
COC(=O)c1cc(NC(=O)c2cc(-c3ccc(Cl)cc3)oc2C(F)(F)F)ccc1N1CCOCC1	-3%	2%	u	-8%	4%	-5%	2	-1%	-12%[58.9 µM]
O=C(Nc1ccccc1F)C1CCN(S(=O)(=O)c2cccnc2)CC1	-4%	0%	5%	-11%	1%	-2%	-16	68%	10%
O=C(CN1CCN(c2ccc(O)cc2)CC1)Nc1ccc2c(c1)OCCCO2	1%	x	-16%	-12%	1%	x	14	x	u
Cc1ccc2sc(N(CCCN(C)C)C(=O)c3ccco3)nc2c1C	x	49%[activator]	x	-5%	x	-13%	-4	4%	-2%
CCOC(=O)C1CCCN(C/C(O)=C(\C#N)c2nc(-c3ccc(Cl)cc3)cs2)C1 (configuration not stated)	-2%	-1%	-11%	-13%	-1%	-6%	-11	2%	7%
O=C1NC(O)=NC1(c1ccccc1)c1ccccc1	x	x	-2%[57.1 µM]	-23%[60.1 µM]	0%	x	x	14%[57.1 µM]	0%[58.9 µM]
Cc1ccc2oc(-c3cccc(NC(=O)c4ccc(Br)o4)c3C)nc2c1	4%	-1%	-15%	-16%	-3%	u	-6	1%	15%
CCOC(=O)c1c(NC(=O)NC(C)(C)C)sc2c1CCN(C)C2	-2%	-4%	-16%	-1%	-3%	-1%	2	24%	189%[activator]
CC(C)(C)Nc1nc(Cl)nc(Nc2ccccc2)n1	2%	-8%	-18%	-4%	22%	-16%	-3	0%	121%[activator]
COc1ccc(NC(=O)CN(C)C(=O)c2ccc(NS(=O)(=O)c3ccc4[nH]c(=O)[nH]c4c3)cc2)cc1	-2%	x	-5%	-25%	5%	x	-4	x	4%
Cn1c(-c2ccccc2)cnc1NCc1cc(Cl)ccc1O	3%	-3%	0%	-5%	-11%	-17%	-13	-2%	133%[activator]
OCCN1CCN(CCC=C2c3ccccc3Sc3ccc(Cl)cc32)CC1	-6%	-11%[21.4 µM]	x	0%[19.4 µM]	x	-8%[29.3 µM]	x	x	x
CC(C)S(=O)(=O)c1csc(C(=O)NNC(=O)Nc2ccccc2)c1Cl	-1%	-6%	-18%	0%	9%	-4%	1	u	-4%
CCOC(=O)c1ccc(N2C(=O)c3n[nH]c(-c4ccco4)c3C2c2cccc(OC)c2)cc1 (configuration not stated)	-2%	-11%	-2%	-13%	x	-13%	4	-13%	-20%
COc1cccc(C(=O)Nc2nc(-c3ccccc3)c(-c3ccccc3)o2)c1	1%	-10%	-8%	-7%[60.1 µM]	2%	-4%	2	84%	15%
Cc1[nH]n(-c2ccccc2)c(=O)c1C=Nc1ccc2[nH]c(=O)[nH]c2c1	-6%	-2%	-7%	-20%	1%	-3%	0	6%	14%
CCOC(=O)C1CCN(C(=O)c2ccc3c(=O)n4nc(Nc5cc(C)ccc5C)sc4nc3c2)CC1	-16%&-3%	-2%&-3%	-2%&-16%	-13%	67%[activator]	u	-2&-2	-21%&0%	45%&-14%[activator]
Cc1ccc(C)c(NC(=O)CCC(=O)OC(C(=O)c2ccccc2)c2ccccc2)c1 (configuration not stated)	-4%	-1%	-1%	-6%	-3%	u	-8	34%	6%
COc1cccc(NC(=O)CN(C)C(=O)CCCc2c[nH]c3ccccc23)c1	-2%	x	-6%	-14%	9%	x	-2	x	-8%
CC(=O)c1cccc(NC(=O)C2CCCN(S(=O)(=O)c3ccc(F)cc3)C2)c1 (configuration not stated)	-2%	-1%	1%	-1%	15%	-20%	-8	-9%	6%
CCCn1c(=O)sc2cc(NC(=O)c3ccccc3OCC)ccc21	1%	-11%	-19%	-12%	x	-9%	-2	-14%	18%
Cn1c(=O)cc(SCC(=O)N2CCN(Cc3ccc4c(c3)OCO4)CC2)c2ccccc21	2%	1%	-7%	-2%	12%	-19%	-6	1%	10%
CC(=O)c1cccc(NC(=O)Oc2ccccc2)c1	-2%	-1%	2%	-10%	0%	-15%	-5	39%	10%
O=C(C[N+]1(CC#Cc2ccccc2)CCOCC1)c1ccc(Cl)cc1	-6%	1%	-13%	-5%	0%	-7%	5&-3	-21%	114%[activator]
CCn1ccc(=N)cc1	-2%	-7%	-16%	-7%	-3%	7%	1	-2%	16%
NC(=S)NNC(=O)Nc1ccc(Cl)c(Cl)c1	-5%	-2%	-10%	2%	-8%	-19%	-1	0%	23%
COCCOC(=O)c1c(C)nc(SCC(=O)Nc2cccc3ccccc23)c(C#N)c1-c1ccco1	-4%	-8%	7%	-7%	0%	-17%	-16	-1%	-3%
O=C1CCCN1CCCn1cnc2c([nH]c3ccc(F)cc32)c1=O	3%	-9%	-10%	-9%	-3%	-11%	-15	-10%	12%
C=C1CCN([C@@H](CC(C)C)C(=O)NCc2ccc(OC)cc2)S(=O)(=O)c2ccccc21	-2%	x	-28%	-17%	x	x	-1	x	16%
Oc1c(Br)cc(Br)cc1CNn1cnnc1	-3%	1%	-7%	-10%	-1%	-4%	1	5%	10%
COc1ccc(NC(=O)C(c2ccccc2)N2CCN(c3ccccn3)CC2)cc1Cl (configuration not stated)	1%	-12%	-6%	-6%	-6%	4%	4	9%	24%
COC(=O)c1ccc(CSc2nc3ccccc3o2)cc1	-4%	-8%	-7%	-2%	11%	-10%	0	22%	-5%

Pulled by structure from the list above:
SMILES	GRP78 ERSR act	BLM helicase inh	POLH inh	Pol kappa inh	APEX1 inh	Anesthetic bind	LDHA inh	POLB inh	Pol iota inh
CCn1ccc(=N)cc1	-2%	-7%	-16%	-7%	-3%	7%	1	-2%	16%
O=C(C[N+]1(CC#Cc2ccccc2)CCOCC1)c1ccc(Cl)cc1	-6%	1%	-13%	-5%	0%	-7%	5&-3	-21%	114%[activator]

Going on with the list:
SMILES	GRP78 ERSR act	BLM helicase inh	POLH inh	Pol kappa inh	APEX1 inh	Anesthetic bind	LDHA inh	POLB inh	Pol iota inh
Cc1cccc(CN2CCCC(C(=O)c3ccc4c5c(cccc35)CC4)C2)n1 (configuration not stated)	-6%	-9%	-18%	6%	-5%	-13%	0	8%	-24%
CC(NCc1ccccc1O)C12CC3CC(CC(C3)C1)C2 (configuration not stated)	-5%	1%	-15%	2%	-12%	9%	1	44%	-6%
CCCCNC(=O)C1CCN(S(=O)(=O)c2cc(Br)cc3c2N(C(=O)CC)CC3)CC1	-3%	-2%	-10%	-21%	x	-4%	-11	2%	-25%
CCCNC(=O)OC[C@@H]1O[C@H](CCO/N=C2\c3cc(OC)ccc3O[C@H](c3cccc(OC)c3)[C@H]2O)C=C[C@@H]1Oc1ccc(OC)cc1	-5%	-5%[12.4 µM]	x	x	15%[12.4 µM]	5%[15.3 µM]	x	x	x
Cc1cc(C)n2nc(SCC(=O)N3CCC(C(=O)O)CC3)nc2n1	-1%	x	-17%	0%	0%	x	-1	x	12%
Cc1ccc2c(c1)N(CC(=O)N1CCCc3ccccc31)C(=O)CO2	-4%	-1%	-10%	-11%	2%	-21%	-1	9%	0%
NC(=O)C1CCN(C(=O)Cc2ccc(-c3ccccc3)cc2)CC1	-2%	-3%	-7%	-4%	27%	-14%	-11	2%	23%
CCOc1ccc(NC(=O)CSc2ccc3ccccc3n2)cc1	x	-6%	x	5%	x	-6%	-12	19%	13%
CN(C)N1C(N)=C(C#N)C(c2ccccc2Cl)C2=C1CCCC2=O (configuration not stated)	-6%	-7%	-20%	-16%	32%	-2%	-3	u	112%[activator]
CCOc1cc(/C=C2/NC(=O)N(CC(=O)Nc3cccc(C)c3)C2=O)ccc1OCC(N)=O	0%	-15%	-11%	-1%	-8%	u	0	u	4%
Cc1ccnc(NC(=O)c2ccc(COc3c(F)c(F)cc(F)c3F)o2)c1	-1%	-4%	6%	-23%	10%	-6%	-7	0%	50%[activator]
CN(C)c1cccc2c1c(NC(=O)c1ccc(Cl)cc1)nn2C	-1%	-14%	-19%	-15%	-5%	-17%	25	13%	79%[activator]
COc1ccc(CN(C)Cc2cc(=O)n3ccsc3n2)c(OC)c1OC	-4%	-8%	-14%	-17%	-6%	-4%	-1	-2%	12%
CCOC(=O)c1c(N2C(=O)C3C4C=CC(O4)C3C2=O)sc2c1CCCC2 (configuration not stated)	-3%	0%	-17%	-14%	-4%	u	-1	1%	16%
CC(C)n1cnnc1SCC(=O)NC(=O)c1ccccc1	-1%	x	-1%	8%	-2%	x	0	x	24%
Fc1ccc(COc2ccc(Br)cc2CNCc2ccncc2)cc1	-5%	-2%	-7%	-9%	-6%	-18%	-17	8%	-2%
CS(=O)(=O)N(CC(=O)NC1CCCC1)Cc1ccc(F)cc1	-2%	1%	-5%	-13%	1%	-3%	-6	37%	76%[activator]
O=C(/C=C/c1ccc2c(c1)OCO2)NCc1ccc(F)cc1	1%	-27%	-5%	-19%	-8%	-7%	-7	-11%	2%
